Source: PubChem BioAssay
NPYLR7 agonist – activates Aedes aegypti NPYLR7 receptor; activation, % at 10 µM; AID 1259423; 270,000 compounds, 0.15% hits; HEK293T NPYLR7/Galpha15, GCaMP6s calcium fluorescence; in the data active = activation above about 40%;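 note: 0% = vehicle and 100% = reference agonist at the receptor; some compounds past the cut are filed as inactive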
hcGAS lum – inhibitors of human cGAS | Q8N884 | recombinant h-cGAS, ATP depletion, Kinase-Glo luminescence | inhibition, % at 12.5 µM | 290,000 compounds, 0.081% hits;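 note: 0% = vehicle reaction and 100% = reaction without DNA for no activity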
Target sequence (Q8N884 whole entry, looked up): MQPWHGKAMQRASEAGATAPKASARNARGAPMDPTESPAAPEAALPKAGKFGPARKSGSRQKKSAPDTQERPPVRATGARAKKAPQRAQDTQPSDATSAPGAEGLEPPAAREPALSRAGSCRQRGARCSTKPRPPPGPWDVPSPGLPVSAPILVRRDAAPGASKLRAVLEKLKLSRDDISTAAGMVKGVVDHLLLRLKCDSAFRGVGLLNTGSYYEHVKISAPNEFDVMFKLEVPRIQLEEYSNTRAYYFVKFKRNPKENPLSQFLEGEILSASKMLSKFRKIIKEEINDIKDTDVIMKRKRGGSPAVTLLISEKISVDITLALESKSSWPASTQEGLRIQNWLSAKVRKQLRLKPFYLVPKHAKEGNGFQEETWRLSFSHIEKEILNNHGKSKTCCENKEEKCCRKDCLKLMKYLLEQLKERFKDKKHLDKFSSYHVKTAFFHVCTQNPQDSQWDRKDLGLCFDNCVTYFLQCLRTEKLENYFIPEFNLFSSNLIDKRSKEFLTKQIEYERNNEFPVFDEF
mcGAS lum – blocks mouse cGAS activity; AID 1259399; 160,000 compounds, 0.15% hits; inhibition, % at 12.5 µM; recombinant cGAS, Kinase-Glo ATP depletion luminescence;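 note: 0% = negative control wells and 100% = reference inhibitor with no enzyme activity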
* hit, by the source's call; · = not tested or not shown; & = joins results of further samples. Cut-off read from the data, not from the text of the source, unless noted: active = inhibition above about 40%; inactive = the rest.

Sequence of screens – mcGAS lum	hcGAS lum	NPYLR7 agonist
- CCCCc1ccc(C(=O)N2CCN(C(C(=O)Nc3ccc(Cl)cc3)C3CCCC3)CC2)cc1 (stereo not given)
→ -0.2	0.7	-5.9
- CCOCCCN(CC(=O)N(CCc1ccc(OC)c(OC)c1)Cc1ccc(C)s1)C(=O)c1cccc(Br)c1
→ -4.4	-7.9	·
- CCOC(C)=C(C#N)C(N)=O
→ ·	-7.1	1.3
- Clc1ccc(-c2nnc(-c3ccco3)o2)cc1
→ ·	-10.4	7.7
- CCCCN(CCCC)CCNC(=O)C1OC(Cc2ccccc2)=NN1C(C)=O (stereo not given)
→ ·	-7.0	9.3
- CC(C)c1ccc(-n2nc(C(=O)Nc3ccc(F)cc3)c(=O)n(Cc3ccccc3F)c2=O)cc1
→ -3.5	-3.2	0.1
- CCC(Sc1ncc(S(=O)(=O)c2ccccc2)c(N)n1)C(=O)Nc1cc(C)ccc1OC (stereo not given)
→ -8.1	-9.5	10.7
- COc1ccccc1CNS(=O)(=O)c1cc(C(=O)O)cs1
→ ·	-0.7	2.6
- CCN(C)c1cccc(NC(=O)N(C)Cc2cccc(Cl)c2)c1
→ ·	-10.1	-12.7
- CCOc1cc(NC(=O)NC(C)Cc2c(C)noc2C)ccc1C (stereo not given)
→ -15.3	-10.5	-0.4
- O=C(Nc1cccc(-c2ccco2)c1)C1CCN(C(=O)c2n[nH]c3c2CCC3)CC1
→ -6.5	-2.4	-6.7
- CCOC(=O)C1=C(C)NC2=C(C(=O)CC(c3ccc(Cl)cc3)C2)C1c1ccccc1Cl (stereo not given)
→ ·	-1.8	-4.0
- CC1=C(C(=O)N2CCCC(C(=O)c3ccc4c5c(cccc35)CC4)C2)OCCO1 (stereo not given)
→ -4.9	6.0	-5.4
- Cc1cccnc1C(NC(=O)C1CCN(Cc2ccc(Cl)c(Cl)c2)CC1)c1ccc(Cl)cc1 (stereo not given)
→ -1.6	0.7	0.1
- COCCNc1nc(-c2ccccc2Cl)nc2ccccc12
→ -5.6	10.9	3.6
- N#Cc1ccc(C=Nc2cccc(S(=O)(=O)N3CCOCC3)c2)cc1
→ ·	2.9	1.1
- N#CC1(C#N)C(c2ccc(OCC(N)=O)cc2)[C@@H]1C(=O)C12CC3CC(CC(C3)C1)C2 (stereo not given in full)
→ ·	0.3	1.4
- COc1cccc(C(=O)N2CCC(C(=O)N3CCN(C)C(C(=O)O)C3)CC2)c1 (stereo not given)
→ -7.4	-6.5	·
- C=CC[C@@H]1CC=C[C@@H](c2ccccc2)N1C(=O)c1ccn(CC)n1
→ ·	1.6	-4.1
- COc1ccc(Cl)cc1NC(=O)Cn1nc([N+](=O)[O-])cc1C
→ -6.2	-10.0	0.8
- Cc1nc(CC(=O)NCC(C)Oc2cccnc2)cs1 (stereo not given)
→ ·	-6.6	-1.6
- Cc1ccc(C)c(-c2[nH]ncc2-c2c(-c3ccccc3)ncn2CCC(N)=O)c1
→ ·	-6.6	12.8
- Cc1ccc(S(=O)(=O)CCC(=O)OC(c2ccccc2)c2ccccc2)cc1
→ ·	-9.1	2.3
- Cc1ccc(S(=O)(=O)N(CCC(C)C)Cc2c(C)nn(-c3cccc(F)c3)c2N2CCN(C)CC2)cc1
→ -0.6	0.8	0.5
- COc1nn(C)cc1C(=O)Nc1nccs1
→ ·	-6.6	-0.7
- Cc1cc(C(F)(F)F)c2c(C)c(C(=O)O)sc2n1
→ -1.3	3.5	1.0
- COc1cccc(NC(=O)C2(C)CCN2C(=O)Cc2cccs2)c1 (stereo not given)
→ -3.0	-5.8	-4.8
- Cc1ccc(C2(O)CCN(Cc3[nH]c4ccc(F)cc4c3C)CC2)nc1
→ ·	-3.6	6.7
- COCCNC(=O)C(c1ccccc1)N1C(=O)CSC1c1ccc(F)cc1 (stereo not given)
→ -5.3	-9.3	20.2
- CCc1ccc(CN2CCC(CNC(=O)c3ccncc3)CC2)nc1
→ ·	-3.3	-0.9

Arranged by formula weight (rising): part of the list above.
Sequence of screens – mcGAS lum	hcGAS lum	NPYLR7 agonist
- CCOC(C)=C(C#N)C(N)=O
→ ·	-7.1	1.3
- Clc1ccc(-c2nnc(-c3ccco3)o2)cc1
→ ·	-10.4	7.7
- Cc1cc(C(F)(F)F)c2c(C)c(C(=O)O)sc2n1
→ -1.3	3.5	1.0
- COCCNc1nc(-c2ccccc2Cl)nc2ccccc12
→ -5.6	10.9	3.6
- COc1ccc(Cl)cc1NC(=O)Cn1nc([N+](=O)[O-])cc1C
→ -6.2	-10.0	0.8
- CCN(C)c1cccc(NC(=O)N(C)Cc2cccc(Cl)c2)c1
→ ·	-10.1	-12.7
- CCc1ccc(CN2CCC(CNC(=O)c3ccncc3)CC2)nc1
→ ·	-3.3	-0.9
- COc1cccc(NC(=O)C2(C)CCN2C(=O)Cc2cccs2)c1 (stereo not given)
→ -3.0	-5.8	-4.8
- COc1cccc(C(=O)N2CCC(C(=O)N3CCN(C)C(C(=O)O)C3)CC2)c1 (stereo not given)
→ -7.4	-6.5	·
- Cc1ccc(S(=O)(=O)CCC(=O)OC(c2ccccc2)c2ccccc2)cc1
→ ·	-9.1	2.3
- N#CC1(C#N)C(c2ccc(OCC(N)=O)cc2)[C@@H]1C(=O)C12CC3CC(CC(C3)C1)C2 (stereo not given in full)
→ ·	0.3	1.4
- O=C(Nc1cccc(-c2ccco2)c1)C1CCN(C(=O)c2n[nH]c3c2CCC3)CC1
→ -6.5	-2.4	-6.7
- CCC(Sc1ncc(S(=O)(=O)c2ccccc2)c(N)n1)C(=O)Nc1cc(C)ccc1OC (stereo not given)
→ -8.1	-9.5	10.7
- CC(C)c1ccc(-n2nc(C(=O)Nc3ccc(F)cc3)c(=O)n(Cc3ccccc3F)c2=O)cc1
→ -3.5	-3.2	0.1
- CCCCc1ccc(C(=O)N2CCN(C(C(=O)Nc3ccc(Cl)cc3)C3CCCC3)CC2)cc1 (stereo not given)
→ -0.2	0.7	-5.9
- Cc1cccnc1C(NC(=O)C1CCN(Cc2ccc(Cl)c(Cl)c2)CC1)c1ccc(Cl)cc1 (stereo not given)
→ -1.6	0.7	0.1

Continuation.
Sequence of screens – mcGAS lum	hcGAS lum	NPYLR7 agonist
- CCOC(=O)c1c(NC(=S)NC(=O)c2ccccc2)sc2c1CCC2
→ -6.7	-6.0	-4.5
- Cc1ccc(Oc2ncccc2CNC(=O)C(C)Cn2cncn2)cn1 (stereo not given)
→ ·	-5.2	2.5
- CCc1ccc(CN2CCN(C(=O)c3cc(C(N)=O)c[nH]3)CC2)s1
→ ·	-9.1	1.2
- O=C(Nc1ccc(Oc2ccccc2F)cc1)C1CCN(C(=O)C#Cc2ccccc2)CC1
→ ·	-5.1&2.3	-1.8&-0.1
- CC1CCN(C(=O)CN(Cc2ccccc2)C(=O)c2cc(-c3ccccc3)on2)CC1
→ -2.4	0.3	·
- Cc1cn2c3c(=O)n(CCCO)c(=O)n(C)c3nc2n1Cc1ccccc1
→ -11.5	-8.0	6.1
- c1ccn2cc(C34CC5CC(CC(C5)C3)C4)cc2c1
→ ·	-6.7	4.3
- COCCOc1nc(-c2ccc(C(F)(F)F)cc2)n(-c2ccc(NC(=O)/C=C/c3ccccc3)cc2)n1
→ -8.0	-3.6	·
- CCc1nc2ccc(C(=O)Nc3ccc(C(N)=O)cc3)cn2c1N(C)CCC(C)C
→ 4.2	8.7	-10.7
- Cc1ccc(CNC(=O)C2CCc3cn[nH]c3C2)cc1 (stereo not given)
→ ·	-12.3	6.4
- Cc1cc(C(C)(C)C)cc(C)c1C[n+]1ccc2ccccc2c1
→ ·	2.1	1.7
- CCCn1cnnc1CNc1nc(-c2cccnc2)nc2c1cnn2C
→ ·	-1.4	-1.8
- CCn1cc(C(CC(=O)N2CCC3(CC2)OCCO3)c2ccc(F)cc2)c2ccccc21 (stereo not given)
→ -4.8	-3.6	4.7
- Cc1ccc(S(=O)(=O)N2CCC3(CC2)NC(CC(C)C)C(=O)N3CC2CC2)cc1 (stereo not given)
→ ·	-13.7	3.5
- CCc1cc(C(=O)N2CCCC(c3nc(C)ncc3-c3cccc(C)c3)C2)n(C)n1 (stereo not given)
→ -8.7	-3.6	10.2
- CC(=O)c1ccc(NC(=O)c2cc([N+](=O)[O-])cc([N+](=O)[O-])c2)cc1
→ -6.3	-6.7	7.6
- Cc1sc2ncnc(NN=C3CCSc4ccc(F)cc43)c2c1C
→ ·	-3.4	11.7
- Cc1ccc(C)c(S(=O)(=O)N2CCC(=O)Nc3cc(F)ccc32)c1
→ ·	3.9	-4.9
- CCCC(=O)N1CCC1(C)C(=O)NCc1ccc(C(C)C)cc1 (stereo not given)
→ -4.9	-4.9	-5.7
- CCOc1ccc(N2CCn3c(SC)nnc32)cc1
→ -14.5	-18.3	1.5
- COc1nc(-c2ccc3c(c2)OCO3)n(-c2ccc(NC(=O)/C=C/c3ccccc3)cc2)n1
→ -7.9	-6.2	21.5
- Cc1ccc(C)c(N2CCn3c2nc2c3c(=O)n(Cc3ccc(F)cc3)c(=O)n2C)c1
→ -6.4	-5.5	5.7
- CCOC(=O)c1cc(-c2ccc(N3CCN(C(=O)c4cccnc4SC)CC3)cc2)n(-c2cccc(F)c2)n1
→ -6.2	-3.7	26.3
- CCC(C)NC(=O)C(=O)N1CCC(N2CCC(C(=O)NC(C)C)CC2)CC1 (stereo not given)
→ ·	-2.2	15.2
- CC(C)c1nc(CCNC(=O)c2cn(-c3ccccc3)nn2)cs1
→ ·	-3.2	-0.8
- CC(C)(C)c1ccc(C(=O)N2CCC2(C)C(=O)NS(=O)(=O)c2cccc(F)c2)cc1 (stereo not given)
→ ·	-9.4	1.9
- CC1=C(C(=O)N2CCC3(CCCN(CC4CCC4)C3=O)C2)OCCO1 (stereo not given)
→ ·	-9.1	5.1
- CCOc1ccc(-n2ccnc(SCc3ccc(C)cc3)c2=O)cc1
→ -5.4	0.5	-1.6
- COc1nc(-c2ccc(F)cc2)n(-c2cccc(NC(=O)c3cccc(F)c3)c2)n1
→ -6.8	0.9	·
- Cc1cc(N2CCOCC2)nc(Nc2ccc(NS(=O)(=O)c3ccc4nc(C)sc4c3)cc2)n1
→ ·	-7.8	8.1

(more compounds)
Sequence of screens – mcGAS lum	hcGAS lum	NPYLR7 agonist
- Fc1ccccc1N1CCN(C2CCCN(C3C4CC5CC(C4)CC3C5)C2)CC1 (stereo not given)
→ ·	-10.0	3.4
- CCCCc1ccc(N2C(=O)c3cccc4c([N+](=O)[O-])ccc(c34)C2=O)cc1
→ -5.0	-5.2	3.5
- Cc1cc(C(=O)N2CCCCC2c2ncc[nH]2)c(C)n1Cc1ccccc1 (stereo not given)
→ ·	-6.5	-9.0
- CCOC(=O)C1(Cc2ccccc2C(F)(F)F)CCN(C(=O)CC2=CCCCC2)CC1
→ -3.6	-0.6	9.2
- CC(Cn1cncn1)Nc1ccc(-c2nc(Cc3ccccc3)no2)cn1 (stereo not given)
→ ·	-12.3	7.5
- O=S(=O)(Nc1cc(Cl)cc(Cl)c1)c1cccs1
→ -2.9	-4.0	3.3
- Cc1ccccc1C1=NC(C)(CC(=O)N(C)Cc2ccccc2)ON1C (stereo not given)
→ ·	-6.0	6.7
- CC(=O)O[C@@H](C)C(=O)N1CCc2c([nH]c3ccccc23)C1c1ccc([N+](=O)[O-])c(Cl)c1 (stereo not given in full)
→ ·	-7.4	-5.0
- Cc1cc(NCCN2CCNC2=O)nc(-c2ccccc2)n1
→ ·	-7.9	9.6
- COc1ccccc1NC(=O)c1cc(-c2ccc(C)c(C)c2)nc2ccccc12
→ -8.4	-5.1	1.3
- COc1ccc(NC(=O)CCn2cnc3c([nH]c4ccc(C)cc43)c2=O)c(OC)c1
→ -6.7	-2.2	·
- C=CC[C@@H]1CC=C[C@@H](C)N1C(=O)c1cccc2ccnn12
→ -15.8	-3.2	-3.4
- CC(=O)OC(C)(C)C(=O)NCc1ccc(-c2ncc(-c3ccc(F)cc3)[nH]2)cc1
→ -4.1	-1.6	17.9
- CCCc1nc(N2CCCN(C(=O)Nc3ccc(OCC)cc3)CC2)c2c(-c3cccc(C(F)(F)F)c3)noc2n1
→ -5.9	-3.5	12.2
- O=c1cc(CCn2cnc(-c3ccccc3)c2-c2cccc3cccnc23)nc[nH]1
→ ·	-4.5	2.7
- COCCNc1nc(NCc2ccccc2)c2cnn(C)c2n1
→ -7.3	-6.9	5.6
- CCOC(=O)C1(CCOc2ccccc2)CCCN(C(=O)c2scc3c2OCCO3)C1 (stereo not given)
→ -13.5	-10.5	14.6
- O=C(c1cnn(-c2ccccc2)c1C(F)(F)F)N(Cc1nc2cc(Cl)ccc2o1)C1CC1
→ -7.1	-1.1	34.0
- CNc1nnc(SC(C)C(=O)N2c3ccccc3CC2C)s1 (stereo not given)
→ ·	-7.5	-12.2
- CC(C)c1cc(C2CCN(C(=O)c3ccc4c(c3)CCO4)CC2)[nH]n1
→ ·	-1.2	0.8
- Cc1cc(CC(=O)NCC(C)Oc2cccnc2)on1 (stereo not given)
→ -10.7	1.4	15.9
- Cc1noc(C)c1CN1CCCN(C(=O)NC2CCCCC2)CC1
→ -5.2	36.4	·
- COC(=O)c1ccc(N2C(=O)CSC2c2ccc(C)cc2)cc1 (stereo not given)
→ -2.2	-3.0	-6.6

Hits appear at their usual frequency. Share with any hit: about 0.26%.
